ABCB6 inh MLPCN = ABCB6 transporter inhibitors, primary screen, K562-ABCB6 cells, flow cytometry, MLPCN library | ATP-binding cassette sub-family B member 6 (Homo sapiens), Q9NP58 | K562-ABCB6 porphyrin accumulation, 1 h; hits give low values | fluorescence ratio to DMSO, % at 10 µM | actives 0.19% (n = 360,000) | AID 602162, 2011;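 active = fluorescence ratio to DMSO below 75%, the collection mean minus 3 SD; inconclusive = too few cells collected in the well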;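 note: signal is porphyrin accumulated inside mitochondria; 100% equals median channel fluorescence of DMSO control wells; lower ratio means ABCB6 inhibition with less porphyrin fluorescence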
CaV13 ICDI inh = Primary screen for inhibitors of IQ motif and Ca2+-dependent inactivation inhibitor domain binding in CACNA1D, Förster resonance energy transfer in living cells, … | inhibition, % at 12.3 µM | actives 0.098% (n = 340,000) | HEK cells, CFP/YFP FRET ICDI-IQ, plate reader, 10 min; percent FRET-ratio fall versus neutral wells;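 active = mean replicate inhibition of at least 30% and at least 1% of replicates passing that level; inconclusive = only one of the two criteria is met; inactive = neither criterion is met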;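 note: 0% = median of the neutral control wells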
m5-HT2A agonist = mouse Htr2a agonists via beta-arrestin recruitment, primary screen, cell-based, luminescence | AID 624169, 2012 | actives 0.66% (n = 360,000) | activation, % at 7.6 µM | CHO-K1 mHTR2A beta-arrestin complementation; percent of 30 µM serotonin response;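 active = activation above a run cutoff, the mean activation of all tested compounds plus 3 SD, cut at about 14% in these data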;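 note: 0% = plate median of compound wells and 100% = 30 µM serotonin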
Target sequence (P35363 whole entry, looked up): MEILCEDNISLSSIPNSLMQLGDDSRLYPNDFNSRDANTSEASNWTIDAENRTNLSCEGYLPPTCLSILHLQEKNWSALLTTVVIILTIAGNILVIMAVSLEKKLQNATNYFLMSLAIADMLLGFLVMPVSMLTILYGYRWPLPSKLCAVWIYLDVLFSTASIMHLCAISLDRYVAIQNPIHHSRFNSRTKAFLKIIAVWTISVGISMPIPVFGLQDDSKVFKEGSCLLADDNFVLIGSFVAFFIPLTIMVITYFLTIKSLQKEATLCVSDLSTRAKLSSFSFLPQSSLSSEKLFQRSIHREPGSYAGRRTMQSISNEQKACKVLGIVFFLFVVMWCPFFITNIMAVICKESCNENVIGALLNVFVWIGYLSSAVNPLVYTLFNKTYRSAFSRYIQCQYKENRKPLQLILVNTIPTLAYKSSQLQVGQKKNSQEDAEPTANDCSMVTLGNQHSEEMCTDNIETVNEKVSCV
PDI inh = inhibitors of human PDI, primary screen, biochemical, turbidity, single point, plate reader; Protein disulfide-isomerase (Homo sapiens), P07237; PDI insulin aggregation turbidity, A650, 90 min; inhibition, % at 10 µM; actives 0.052% (n = 350,000); AID 588391, 2011;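 active = mean inhibition across replicates of 30% or more, whatever share of single replicates reach that level; inconclusive = mean inhibition below 30% while every single replicate reaches 30%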;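 note: absorbance from insulin aggregation driven by PDI reduction with DTT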
Target sequence (P07237 whole entry, looked up): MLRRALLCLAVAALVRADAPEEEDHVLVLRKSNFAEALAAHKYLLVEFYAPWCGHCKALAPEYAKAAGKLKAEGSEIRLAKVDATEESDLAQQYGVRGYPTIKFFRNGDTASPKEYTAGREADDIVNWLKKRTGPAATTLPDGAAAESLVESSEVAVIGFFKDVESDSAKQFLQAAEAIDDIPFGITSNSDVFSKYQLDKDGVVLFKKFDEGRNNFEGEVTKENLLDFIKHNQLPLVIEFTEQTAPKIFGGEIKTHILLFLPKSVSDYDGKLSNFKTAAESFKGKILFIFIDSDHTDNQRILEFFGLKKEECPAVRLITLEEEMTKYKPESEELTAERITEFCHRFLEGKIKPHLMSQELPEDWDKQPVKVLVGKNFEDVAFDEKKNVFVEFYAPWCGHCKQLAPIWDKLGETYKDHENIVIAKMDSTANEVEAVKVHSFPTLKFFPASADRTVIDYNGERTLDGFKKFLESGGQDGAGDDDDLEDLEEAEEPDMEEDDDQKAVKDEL
aDG glyco act = activators of alpha-DG glycosylation, primary screen, uHTS, Pro5-aDG cells, AlphaScreen; alpha-DG glycosylation AlphaScreen (IIH6); 0% Pro5, 100% B10-LARGE cell signal; activation, % at 10 µM; AID 624168, 2012; actives 0.22% (n = 360,000);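 active = activation of at least 8% versus controls, or a plate z-score of at least 8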;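 note: Pro5 are CHO cells carrying HIG-tagged alpha-DG that lacks glycosylation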
Vif imaging = HIV Vif self-association inhibitors, primary screen, imaging, HEK293T, single point | HEK293T cells, Vif self-association by quenched fluorescence, 24 h | inhibition, % at 7.49 µM | actives 0.35% (n = 340,000); in the data active = inhibition above about 50%, passing the limit was not always enough; inconclusive = no clear call, values can overlap the other calls; inactive = below about 31%; note: some results filed as inactive read as strong as hits
H9c2 protect = cardioprotection against H2O2-induced cell death, primary screen, uHTS, H9c2 cells, ATPLite luminescence. protection from H2O2 cell death, % at 20 µM. H9c2 cardiomyocytes, H2O2 injury protection, 2 h. actives 0.63% (n = 360,000);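 active = compounds giving at least 50% protection of heart cells from peroxide-induced death in the single-dose screen, raw or plate-pattern-corrected value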;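 note: 0% = DMSO wells with peroxide and 100% = DMSO wells without peroxide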
iPSC survival up = enhancers of single-cell hiPSC survival, primary screen, ATPlite luminescence. actives 0.044% (n = 360,000). survival enhancement, % at 20 µM. 100% = ROCK inhibitor wells, 0% = DMSO; in the data active = survival enhancement above about 18%;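 note: cells exposed to compounds for 16 hours before the ATP read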
N-glyco inh = increase of ERlucT glycosylation luciferase signal, primary screen, N-linked glycosylation inhibitor project, D54 ERlucT cells, luminescence, set 2; D54 ERlucT glycosylation luciferase reporter, 24 h; percent of 100 nM tunicamycin response; AID 588692, 2011; actives 0.23% (n = 360,000); reporter increase, % at 12.5 µM;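 active = mean luciferase reporter signal, scaled so untreated is 0 and the glycosylation-blocking control 100, at or above a set limit in every replicate; inconclusive = mean reaches the limit but not every replicate does; inactive = mean below the limit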;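 note: luciferase carries N-glycosylation sites so blocking glycosylation raises the light; 0% = median of neutral control wells and 100% = median of 100 nM tunicamycin wells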
Granule exo inh = LAMP-1 surface exposure blockers, TALL-104 cells – cell-based, flow cytometry, MLPCN library, primary screen | TALL-104 LAMP-1 surface exposure; cells stimulated with thapsigargin and PMA | inhibition, % at 10 µM | actives 0.66% (n = 360,000) | AID 651702, 2012;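 active = inhibition above about 55%, limit read from the data; inconclusive = no clear call, values can overlap the other calls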
An asterisk follows results filed as active; i = inactive; u = inconclusive; x = no result given.

SMILES | ABCB6 inh MLPCN | CaV13 ICDI inh | m5-HT2A agonist | PDI inh | aDG glyco act | Vif imaging | H9c2 protect | iPSC survival up | N-glyco inh | Granule exo inh
CCN(CC)S(=O)(=O)c1ccc(NC(=O)COC(=O)CN2C(=O)c3ccccc3C2=O)cc1 | 87 | -9 | 1 | -2 | -0.1 | 3 | 3 | -0.6 | 1 | 0
Cc1ccc(Cn2c(=O)n(C)c(=O)c3sccc32)cc1 | 104 | -22 | 3 | -1 | 0.4 | -1 | -2 | 0.1 | 2 | -4
COc1ccc(CNC(=O)C2CCCN(c3nc4ccccc4o3)C2)c(OC)c1 (stereo not given) | 96 | -7 | 1 | 3 | 0.0 | 3 | 2 | 3.7 | 1 | -1
Cc1oc(=O)c(NC(=O)c2cccc(Cl)c2)cc1C(=O)c1ccccc1 | 103 | -6 | -3 | -4 | -0.2 | 4 | 2 | -2.2 | 19 | 97*
COCC1CCN(Cc2cn[nH]c2-c2cc(OC)c(OC)c(OC)c2)CC1 | 104 | -3 | -2 | 5 | -0.1 | 0 | -4 | -0.9 | 2 | 9
COc1ccc(NC(=O)CCC(=O)OCc2ccc(Br)cc2)cc1 | 96 | -18 | -4 | -1 | -0.2 | 8 | -3 | 0.6 | 1 | 0
CC(=O)N1CCCc2cc(S(=O)(=O)N3CCCC(C(=O)Nc4cc(C)ccc4C)C3)ccc21 (stereo not given) | 99 | -16 | 1 | -2 | 0.0 | 10 | -1 | 0.1 | 0 | 0
C=CCN(C(=O)CNC(=O)c1cccs1)C(C(=O)NC(C)(C)C)c1ccccc1 (stereo not given) | 111 | -3 | 1 | 13 | 0.0 | -1 | 1 | -2.1 | -1 | -1
COc1ccccc1-n1c(SCC(=O)O)nc2c(sc(=S)n2-c2ccc(C)c(C)c2)c1=O | 95 | -4 | 3 | -5 | -0.1 | -18 | 6 | -0.3 | 0 | -6
Cc1nc(-c2ccc(NC(=O)/C=C\C(=O)O)cc2)cs1 | 96 | -3 | 0 | -14 | -0.2 | 0 | -10 | -2.3 | 0 | 2
COc1ccc(CCN2CC(C(=O)NCCN3CCCC3=O)CCC2=O)cc1 (stereo not given) | 100 | -5 | -4 | -15 | 0.1 | -3 | -7 | -0.6 | 1 | -2
COc1cccc(NC(=O)NC2CCCc3ccccc32)c1 (stereo not given) | 95 | -14 | -2 | -3 | 0.4 | -9 | -2 | 0.1 | -3 | 13
N#C/C(=C/c1ccccc1[N+](=O)[O-])c1nnc2n1CCCCC2 | 93 | -19 | 1 | 5 | 0.1 | 1 | 8 | 1.0 | -1 | -5
COc1ccc(NC(=O)c2ccc(S(=O)(=O)N3CC(C)CC(C)C3)cc2)cc1S(N)(=O)=O (stereo not given) | 97 | -6 | -4 | -3 | 0.0 | -4 | 0 | -0.4 | 1 | 5
CCC(=O)N1CCc2cc(S(=O)(=O)NC(C(=O)NCc3ccc(F)cc3)C(C)C)ccc21 (stereo not given) | 99 | -4 | 0 | -1 | 0.2 | 7 | 0 | -1.6 | -1 | 1
Cc1ccccc1S(=O)(=O)N1[C@@H](c2ccccc2)C(C(=O)O)=CC[C@H]1c1ccc(Cl)cc1 | 104 | -5 | 3 | 1 | 0.3 | x | 0 | 1.7 | 1 | 40
COc1ccc(C2=NN(C(=O)CSc3nnnn3C)C(c3ccco3)C2)cc1 (stereo not given) | 96 | -6 | -2 | 6 | 0.3 | 1 | 0 | 0.0 | -1 | 0
CCc1ccc(OCC(=O)O/N=C(\N)c2cccnc2)cc1 | 88 | -5 | -2 | 0 | 0.1 | 7 | -13 | -0.3 | 1 | 2
CC(=O)c1ccc(NC(=O)c2cc(-c3cccs3)on2)cc1 | 97 | -2 | -4 | -2 | 0.0 | 1 | -2 | 0.5 | 0 | 9
COCC1CCCCN1C(=O)c1cc(COc2ccc(C)c(C)c2)on1 (stereo not given) | 83 | -5 | -4 | -1 | 0.7 | -2 | 4 | 3.7 | 0 | -2
CN(C(=O)CSc1nc2ccc(Br)cc2c(=O)n1Cc1ccco1)C1CCS(=O)(=O)C1 (stereo not given) | 94 | -4 | 4 | -4 | -0.1 | -7 | -4 | -0.1 | 1 | 1
CSc1nc(C(C)C)ccc1CNC(=O)CC(C)c1ccccc1 (stereo not given) | 97 | -3 | -2 | -3 | 0.1 | -7 | -8 | -0.6 | -2 | 63*
Fc1ccccc1CN1CCCCCCC1 | 100 | -2 | -1 | -2 | 0.0 | u | 1 | -0.9 | 0 | 1
COCCNc1nc(-c2ccccc2F)c2sc(-c3ccccc3)cc2n1 | 95 | -3 | -7 | -10 | -0.4 | -5 | -4 | 0.6 | 12 | 33
CCCCn1c(N)c(N(CCC(C)C)C(=O)C2CCCN(C(=O)c3ccc(Cl)cc3)C2)c(=O)[nH]c1=O (stereo not given) | 103 | -2 | 1 | 10 | 0.7 | -3 | -1 | -0.4 | 1 | -3
Remaining list, next part.
SMILES | ABCB6 inh MLPCN | CaV13 ICDI inh | m5-HT2A agonist | PDI inh | aDG glyco act | Vif imaging | H9c2 protect | iPSC survival up | N-glyco inh | Granule exo inh
Cc1nn(-c2ccccc2)c(N2CCCC2)c1/C=N/n1cnc2scc(-c3ccccc3)c2c1=O | 77 | x | 0 | -7 | 0.2 | -10 | 62* | -0.5 | -4 | 40
CCC(Sc1nnc(C)c(=O)[nH]1)C(=O)Nc1cccc2ccccc12 (stereo not given) | 98 | -7 | 2 | 1 | -0.1 | -3 | -7 | 1.9 | 5 | 10
COc1ccc(N2CCN(Cc3nc(N)nc(N4CCCc5ccccc54)n3)CC2)cc1 | 89 | x | 9 | 19 | -0.2 | 33 | 13 | 1.5 | 3 | -2
CCOC(=O)C1CCN(C(=O)CN(c2cccc(OC)c2)S(=O)(=O)c2ccccc2)CC1 | 102 | -5 | -4 | 10 | 0.1 | -6 | 5 | 4.5 | 1 | 3
C[C@@H](CN1CCC[C@H]1CN1C(N)=NC[C@@H]1Cc1ccccc1)N1C[C@@H](Cc2ccccc2)N(CCCC2CCCC2)C1=N | 99 | x | -8 | 1 | -0.5 | x | -3 | 0.8 | 6 | -8
COc1ccccc1CN1CCN(Cc2nc(-c3ccccc3)no2)CC1 | 98 | 1 | -1 | 0 | -0.4 | -2 | 8 | 1.9 | 1 | 2
CCOc1ccc(NC(=O)CSc2nncn2C)cc1 | 96 | -4 | 8 | 0 | 0.2 | -4 | -2 | 0.2 | -2 | -4
O=C(NCc1ccccc1)c1cccc(COc2cc(Cl)ccc2Cl)c1 | 96 | -19 | -8 | -3 | 0.3 | 0 | 2 | 0.8 | -3 | 3
O=C(N/N=C/c1ccccc1O)/C(=C/c1ccccc1)CCO | 100 | -3 | -8 | -16 | 0.9 | -6 | 36 | 0.4 | -2 | 5
OCCCc1nc2n(n1)C(c1ccccc1)C=C(c1ccc(F)cc1)N2 (stereo not given) | 104 | -24 | 2 | 1 | -0.2 | -5 | 5 | -0.1 | 2 | -1
COc1ccc(OCC(=O)Nc2ccc(C(=O)Nc3ccccc3C(=O)O)cc2)cc1 | 97 | -4 | 7 | 4 | 0.0 | 9 | -2 | -0.2 | -3 | 2
CCOC1Cc2ccccc2N(C(N)=O)c2ccccc21 (stereo not given) | 99 | -4 | -1 | 2 | 0.0 | 4 | 3 | -0.4 | 1 | 1
CN(C)c1ccc(C=c2c3ccccc3n3c2cc(-c2ccccc2)[n+]3C)cc1 | i | -5 | -10 | -18 | 0.3 | -14 | -20 | -4.4 | u | 89*
CC(C)COc1ccc(C(=O)N2C(=O)c3ccc(N)cc3C2=O)cc1 | 106 | -4 | 2 | 2 | 0.3 | -4 | -6 | 0.7 | -1 | -3
Cc1ccc2c(c1)sc1nncn12 | 95 | -6 | 6 | -3 | -0.2 | -4 | 2 | 3.2 | 2 | -10
Cc1ccccc1NC(=O)Cc1nc(COC(=O)c2ccc(NC(N)=O)cc2)cs1 | 98 | -6 | -6 | 5 | 0.0 | 22 | 13 | 0.9 | -1 | 51
S=C(NCCCN1CCOCC1)Nc1ccc(Cl)cc1Cl | 93 | -3 | 4 | -1 | 0.2 | -2 | 15 | 0.6 | 0 | 20
CCCOc1ccc(C(F)(F)F)cc1NS(=O)(=O)c1ccc(Cl)nc1 | 92 | -6 | 1 | 1 | 0.1 | -25 | -11 | -0.4 | 0 | 2
COC(=O)c1c(-c2cccc(C)c2)csc1N | 93 | x | 2 | 9 | -0.1 | -7 | 7 | -1.5 | -3 | 2
O=C(Cc1csc(NC(=O)Nc2ccc(Cl)cc2)n1)NCc1ccccn1 | 92 | -6 | -3 | -4 | 0.3 | -4 | -22 | -0.4 | 0 | -5
NC(=O)c1cccc(-c2cccc(OC(=O)NC3CCCCC3)c2)c1 | 100 | -6 | 3 | 2 | 0.1 | 5 | 8 | -0.2 | 0 | -24
C[C@@H]1CCCCO[C@H](CN(C)C(=O)Nc2cccc3ccccc23)[C@@H](C)CN([C@H](C)CO)C(=O)c2cc(N(C)C)ccc2O1 | 99 | -10 | 7 | -2 | -0.5 | -11 | -7 | -2.3 | 0 | -1
O=C(NCCc1cccc(Cl)c1)c1cc([N+](=O)[O-])ccc1Cl | 95 | -4 | 1 | -2 | 0.1 | x | 4 | 0.4 | 16 | 0
O=C(Cc1ccccc1)Nc1ccc(S(=O)(=O)N2CCOCC2)cc1 | 98 | -3 | 6 | -15 | -0.2 | -2 | -6 | 0.4 | -1 | -14
C/C(=N\O)C(=O)NCCCNCCCN(C)C | 96 | x | 1 | 4 | -0.3 | 0 | 3 | 4.3 | 0 | 5
CCCCN(C)CCC(=O)Nc1ccc(C)cc1 | 101 | -2 | -2 | -3 | -0.1 | -8 | 4 | -0.2 | 0 | -1

Whole records as entered above:
OCCCc1nc2n(n1)C(c1ccccc1)C=C(c1ccc(F)cc1)N2 (stereo not given) is entered as ABCB6 inh MLPCN: 104; CaV13 ICDI inh: -24; m5-HT2A agonist: 2; PDI inh: 1; aDG glyco act: -0.2; Vif imaging: -5; H9c2 protect: 5; iPSC survival up: -0.1; N-glyco inh: 2; Granule exo inh: -1
O=C(Cc1csc(NC(=O)Nc2ccc(Cl)cc2)n1)NCc1ccccn1 is entered as ABCB6 inh MLPCN: 92; CaV13 ICDI inh: -6; m5-HT2A agonist: -3; PDI inh: -4; aDG glyco act: 0.3; Vif imaging: -4; H9c2 protect: -22; iPSC survival up: -0.4; N-glyco inh: 0; Granule exo inh: -5
COc1ccccc1CN1CCN(Cc2nc(-c3ccccc3)no2)CC1 is entered as ABCB6 inh MLPCN: 98; CaV13 ICDI inh: 1; m5-HT2A agonist: -1; PDI inh: 0; aDG glyco act: -0.4; Vif imaging: -2; H9c2 protect: 8; iPSC survival up: 1.9; N-glyco inh: 1; Granule exo inh: 2

Screening data (PubChem BioAssay)
